PAFAH1B3 FP inh = blocks human PAF acetylhydrolase 1B catalytic subunit 3. Q15102. recombinant PAFAH1B3, FP-rhodamine probe, fluorescence polarization. inhibition, % at 3.39 µM. 340,000 compounds, 0.28% hits. AID 492972;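 active = inhibition above the screen-wide average of all tested compounds plus 3 SD, cut at about 25% in these data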;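 note: 0% = enzyme with DMSO only and 100% = wells lacking PAFAH1B3 protein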
Target sequence (Q15102 whole entry, looked up): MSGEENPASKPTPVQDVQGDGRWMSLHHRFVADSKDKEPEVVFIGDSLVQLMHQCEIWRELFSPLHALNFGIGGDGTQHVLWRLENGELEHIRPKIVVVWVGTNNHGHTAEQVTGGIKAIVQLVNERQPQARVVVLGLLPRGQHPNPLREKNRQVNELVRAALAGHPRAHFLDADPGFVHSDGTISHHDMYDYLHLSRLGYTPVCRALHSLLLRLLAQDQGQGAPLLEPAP
PAFAH2 inh = PAFAH2 (human) inhibition; recombinant PAFAH2, FP-rhodamine activity probe, fluorescence polarization; 340,000 compounds, 0.99% hits; inhibition, % at 3.39 µM;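 active = inhibition above the mean over all tested compounds plus 3 SD, cut at about 30% in these data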;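 note: inhibitors block probe labeling of enzyme so polarization drops; 0% = enzyme with DMSO and 100% = wells lacking PAFAH2 protein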
PAFAH1B2 inh = blocks human PAF acetylhydrolase 1b catalytic subunit 2. AID 492953. P68402. recombinant PAFAH1B2, FP-rhodamine activity probe, fluorescence polarization. 340,000 compounds, 1.2% hits. inhibition, % at 3.39 µM;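 active = inhibition above the mean of all tested compounds plus 3 SD, cut at about 24% in these data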;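 note: 0% = enzyme with DMSO and 100% = wells lacking PAFAH1B2; many of its hits are not listed in these tables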
Target sequence (P68402 whole entry, looked up): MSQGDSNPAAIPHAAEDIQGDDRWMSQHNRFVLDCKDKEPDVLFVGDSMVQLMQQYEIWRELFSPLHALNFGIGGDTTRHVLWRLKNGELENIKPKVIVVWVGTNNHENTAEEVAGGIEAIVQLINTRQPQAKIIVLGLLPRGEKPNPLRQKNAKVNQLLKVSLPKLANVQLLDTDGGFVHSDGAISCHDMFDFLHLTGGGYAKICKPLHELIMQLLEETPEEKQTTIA
Active calls of the source: *.

PAFAH1B3 FP inh,PAFAH2 inh,PAFAH1B2 inh,canonical_smiles
3,1,-1,CC(C)C[C@@H](CN1CCC[C@@H]1CN1C(=O)C(=O)NC[C@@H]1Cc1ccccc1)N1C[C@H](Cc2ccc(O)cc2)N(CC2CCCCC2)C(=O)C1=O
-5,-6,0,COc1ccc(CCNC(=O)c2ccc(NC(=O)CC3SC(N4CCCC4)=NC3=O)cc2)cc1OC (stereo not drawn)
12,-1,5,Cc1cc(C)cc(NC(=S)N2CCCC2)c1
8,5,3,COc1ccccc1NS(=O)(=O)c1cc(C(=O)N2CCN(C(=O)c3ccco3)CC2)ccc1F
2,11,7,O=C1CC2(CCCCC2)CC(=O)N1CCc1ccccc1
3,6,4,Cn1c(NC(=O)c2ccc(F)cc2)nc2ccccc21
0,3,0,CC(=O)N1CCOc2ccc(S(=O)(=O)NC[C@H]3O[C@@H](n4ccc(=O)[nH]c4=O)[C@H](O)[C@@H]3O)cc21
15,52*,3,COc1cc(/C=C2\SC(=O)N(c3cccc(Cl)c3)C2=O)cc([N+](=O)[O-])c1O
3,4,5,CCC12CCC3c4ccc(O)cc4CCC3C1CC(O)C2O (stereo not drawn)
9,-5,20,O=C(CN1CCN(S(=O)(=O)c2ccc(Cl)cc2)CC1)N1CCCC1
6,-2,1,Cc1c(OC(C(=O)O)c2ccccc2)ccc2c3c(c(=O)oc12)CCC3 (stereo not drawn)
0,2,-5,CCCc1cc(=O)oc2c(C)c(OCC(=O)c3ccc(N4CCCC4)cc3)ccc12
-3,-2,1,CC(=O)c1cc(-c2ccccc2)n(CC(=O)N2CCC(N3CCCCC3)CC2)c1C
-4,4,-5,COc1ccc(S(=O)(=O)N2CCOCC2)cc1NC(=O)c1ccc(S(=O)(=O)N(C)c2ccccc2OC)cc1
12,-3,5,CN1OC[C@@H]2CN(Cc3ccccc3)[C@H](c3cccc(-c4ccc(C#N)cc4)c3)C[C@@H]21
3,3,5,O=C(Cn1c(NCCO)nc2ccccc21)Nc1ccc2c(c1)OCCCO2
4,15,2,Cc1ccc(C)n1-c1ccc(C(=O)N2CCC(C(N)=O)CC2)cc1
8,1,10,Cc1ccc(C(=O)Nc2ccccc2N2CCCCC2)cc1S(=O)(=O)N1CCOCC1
-6,-2,1,O=C1OC(Oc2ccc(Br)cc2)(c2ccccc2)c2ccccc21 (stereo not drawn)
1,3,0,COC1OC(O)C(NC(=O)C(F)(F)F)CC1O (stereo not drawn)
9,-1,16,O=C(O)c1cccc(S(=O)(=O)Nc2ccc3c(c2)CCC3)c1
-4,2,1,CCCCCC(=O)Nc1ccc(S(=O)(=O)Nc2cc(OC)nc(OC)n2)cc1
7,-2,-5,CCn1cc(CNCc2cn(C)nc2-c2ccc(C3CCCCC3)cc2)cn1
5,-1,-1,O=C(c1cccs1)N1CCN(Cc2cn[nH]c2-c2ccc(F)cc2F)CC1
11,5,9,Clc1ccc(C2Nc3cccc4cccc(c34)N2)c(Cl)c1
6,5,6,COc1cccc(NC(=O)CN(C)C(C)C(=O)NC(C)c2ccc(Cl)cc2Cl)c1 (stereo not drawn)
7,2,7,CCc1ccc(C(C)NC(=O)C2CCCO2)cc1 (stereo not drawn)
4,2,1,Cc1ccc(NC(=O)Cn2c(C)csc2=O)cc1
9,5,-1,COc1cc(C2C=C(c3cccs3)Nc3ncnn32)cc(OC)c1OC (stereo not drawn)
4,1,7,O=[N+]([O-])c1ccc(CS(=O)Cc2ccccc2)cc1 (stereo not drawn)
4,-1,7,Cc1cc2nc(/C=C/c3cccnc3)[nH]c2cc1C
1,-3,-1,O=CN(Cc1nc2ccccc2[nH]1)c1ccc(C(=O)O)cc1
0,3,-1,C=CCn1c(C)nnc1SCC(=O)Nc1cc(S(=O)(=O)N2CCCC2)ccc1Cl
-1,-4,-1,COc1cccc(C(CCc2cc(OC)c(OC)c(OC)c2)NC(C)=O)c1 (stereo not drawn)
18,10,16,CCC(=NOCc1ccccc1)C(=O)NNS(=O)(=O)c1ccc(C)cc1
2,-1,0,C/C(=N\NC(=O)c1ccc(O)cc1O)c1cccnc1
-1,-8,1,O=C(CSc1nnc(SCC(=O)NCc2ccc3c(c2)OCO3)s1)NCc1ccc2c(c1)OCO2
4,2,5,Cc1c2c(cc3c1[nH]c1ccccc13)C=NCC2
-87,-66,-37,O=C(Nc1ccccc1)Nc1cc(OCC(F)(F)F)cc(OCC(F)(F)F)c1
5,3,2,CC(=O)Nc1cc(F)c2c(c1F)Cc1cc(F)ccc1-2
6,-2,-1,Cc1ccc(C2/C(=C(\O)c3ccc4c(c3)OCCO4)C(=O)C(=O)N2CC2CCCO2)cc1 (stereo not drawn)
8,3,0,CCOC(=O)NC1CCc2cc(OC)c(OC)c(OC)c2-c2ccc(SC)c(=O)cc21 (stereo not drawn)
6,2,5,CCN1/C(=C/c2sc(-c3ccccc3C)c[n+]2C)Sc2ccccc21
8,-5,8,O=C1OC(Nc2nc(-c3ccc(F)cc3)cs2)c2ccccc21 (stereo not drawn)
-2,9,1,Cc1cc(C)c(S(=O)(=O)N2CCN(C(=O)c3ccccc3OCc3c(C)noc3C)CC2)c(C)c1
10,3,-2,COc1ccc(CCNC(=O)C(=O)c2c[nH]c3ccccc23)cc1OC
-8,2,0,O=C(CCOc1cccc(Br)c1)Nc1ccc(F)c(S(=O)(=O)N2CCOCC2)c1
0,-1,4,O=C1NC(=O)/C(=C\c2ccc(Cl)cc2Cl)N1
-1,-1,-1,Nc1ccccc1C(=O)NC(=O)Nc1ccc(Oc2ncc(Br)cn2)c(Cl)c1
-2,5,4,O=C1NC(=O)C(c2ccccc2)(C2CCCC2)N1 (stereo not drawn)
-3,3,3,COc1ccc(C(c2nnnn2C(C)(C)C)N2CCN(c3nc4ccccc4s3)CC2)cc1 (stereo not drawn)
19,12,10,NNC(=O)c1ccc2ccccc2n1
1,5,2,Cc1cc(C)c2c3c(c(-c4ccccc4)n2n1)c(=O)n(C)c(=O)n3C
3,2,7,CN(C(=O)c1cccc(NC(=O)Cc2cccc(NC(=O)C3CCN(C(=O)CCc4ccccc4)CC3)c2)c1)C1CC1
3,-7,8,COc1ccccc1N(C(=O)c1snc(C(N)=O)c1N)C(C(=O)NCc1ccccc1)c1ccc(C)o1 (stereo not drawn)
13,13,3,O=C(NN=Cc1ccccc1O)c1cccc([N+](=O)[O-])c1
-8,-4,21,NC(=O)CC(NC(=O)Cc1ccc(Br)cc1)c1ccc(NCCc2ccc(Cl)cc2)c([N+](=O)[O-])c1 (stereo not drawn)
4,-4,5,COc1cccc(C2CC(=O)Nc3cc(OC)c(OC)cc32)c1 (stereo not drawn)
1,5,2,O=C(Cc1c(Cl)cccc1Cl)Nc1ccncc1
11,1,4,CC1(C)CC(=O)C(Br)=C(O)C1

Next records:
PAFAH1B3 FP inh,PAFAH2 inh,PAFAH1B2 inh,canonical_smiles
-2,6,7,COc1ccc(NC(=O)c2c[nH]c(=O)n(-c3ccc(C)c(C)c3)c2=O)c(OC)c1
5,2,18,CC(C)C[C@H](NC(=O)OCC1c2ccccc2-c2ccccc21)C(=O)O
1,11,-2,Cc1ccc(S(=O)(=O)NCC(=O)OCc2csc(CC(=O)Nc3ccccc3C)n2)cc1C
-4,5,4,O=C(CN1CCCCC1)NC(=O)Nc1ccccc1F
3,-2,-2,Cc1c(NS(=O)(=O)c2cc(C(=O)Nc3ccc(F)cc3Cl)ccc2Cl)c(=O)n(-c2ccccc2)n1C
2,1,3,Cc1ccc(C(=O)N2[C@@H]3CN(C)C(=O)[C@@]2(Cc2ccccc2)[C@H]2C(=O)N(C)C(=O)[C@@H]32)cc1
-3,7,4,CC(C)CN(C(=O)c1ccc(S(=O)(=O)N2CCCCC2)cc1)C1CCS(=O)(=O)C1 (stereo not drawn)
6,6,2,CCn1c(C)nc2cc(C(=O)N/N=C(\C)c3ccc(OC)cc3O)ccc21
-1,-11,-6,CC(=O)c1sc2c(c1OC(=O)c1ccccc1)c(=O)n(-c1ccccc1)c(=S)n2-c1ccccc1
2,-1,0,CCOC(=O)c1nc(SC)n(C)c1C(=O)OCC
-4,9,-1,Cc1cc(C)nc(NNS(=O)(=O)c2c(C)cc(C(C)(C)C)cc2C)n1
1,-4,5,O=C(Nc1cc(Cl)ccc1Cl)N1CCN(C(=O)Nc2cc(Cl)ccc2Cl)CC1
4,3,-5,O=C(N/N=C/c1ccoc1)c1cccc([N+](=O)[O-])c1
10,8,1,COc1ccc(Cn2c(=O)sc3ccccc3c2=O)cc1
2,2,12,Nc1ccn(C2OC(COC(=O)C34CC5CC(CC(C5)C3)C4)C(O)C2O)c(=O)n1 (stereo not drawn)
5,0,5,Cn1cc(Cl)c(C(=O)OCC(=O)Nc2cccc(Cl)c2)n1
4,4,4,COc1cc2c(cc1OC)CN(C(C)C(=O)Nc1cccc(S(=O)(=O)N3CCOCC3)c1)CC2 (stereo not drawn)
3,-4,1,CC1=C(C(=O)Nc2ccccc2)C(c2ccc(C)o2)n2c(s/c(=C\c3ccco3)c2=O)=N1 (stereo not drawn)
4,0,2,COCC(=O)N/N=C\c1ccc(OC/C=C/c2ccccc2)c(OC)c1
16,-2,2,CCOc1ccc(C(=O)NCC(=O)NC(C)CCc2ccccc2)cc1OCC (stereo not drawn)
9,3,3,Cc1ccc(S(=O)(=O)N(CC(=O)NCc2cccs2)c2ccccc2)cc1
-4,-1,1,CN(Cc1ccccc1F)C(=O)CN1C(=O)NC2(CCc3ccccc32)C1=O (stereo not drawn)
5,2,5,O=C(c1ccc(F)cc1)C1CCN(Cc2ccccc2)CC1
10,0,2,O=C(/C=C/c1ccccc1)CCN1CCOCC1
8,2,4,O=c1nc2n(CCO)c3ccccc3cc-2c(=O)[nH]1
2,3,-1,COc1ccccc1NC(=O)CN1CCN(c2ccc(F)cc2)CC1
3,7,-1,C/C(=N\NS(=O)(=O)c1ccc([N+](=O)[O-])cc1)c1ccc2c(c1)OCO2
14,9,-6,O=C(CN1C(=O)S/C(=C\c2ccc(-c3cc(C(=O)O)ccc3Cl)o2)C1=O)Nc1ccc2c(c1)OCO2
-1,1,1,Cc1ccc(NC(=O)CN(C)C(=O)c2ccccn2)cc1
3,1,-3,CN(C(=O)c1cccc(NC(=O)Cc2ccc(NC(=O)C3CCN(C(=O)C4CCC4)CC3)cc2)c1)C1CCCC1

Records listed above marked active in PAFAH2 inh.
PAFAH1B3 FP inh,PAFAH2 inh,PAFAH1B2 inh,canonical_smiles
15,52*,3,COc1cc(/C=C2\SC(=O)N(c3cccc(Cl)c3)C2=O)cc([N+](=O)[O-])c1O

Random excerpt: 2 compounds from above, in no set order.
PAFAH1B3 FP inh,PAFAH2 inh,PAFAH1B2 inh,canonical_smiles
-4,9,-1,Cc1cc(C)nc(NNS(=O)(=O)c2c(C)cc(C(C)(C)C)cc2C)n1
-2,6,7,COc1ccc(NC(=O)c2c[nH]c(=O)n(-c3ccc(C)c(C)c3)c2=O)c(OC)c1

More records
PAFAH1B3 FP inh,PAFAH2 inh,PAFAH1B2 inh,canonical_smiles
4,1,2,c1ccn(CCc2ccncc2)c1
-6,-6,1,c1ccc2oc(-c3ccc(Nc4nc(N5CCOCC5)nc(N5CCOCC5)n4)cc3)nc2c1
7,-4,7,O=C1CCC/C1=c1\s/c(=C/c2cccnc2)c(=O)n1-c1ccccc1
2,-6,1,COc1cc(CNCCCN2CCOCC2)c(Br)cc1OC(C)C
-4,40*,-3,Cn1nccc1C(=O)OCC(=O)Nc1ccccc1
2,1,13,NC(=O)[C@@H]1CCCN1C(=O)c1ccc2oc(CCc3ccccc3)nc2c1
5,3,9,O=C(CSc1nnc2ccc(-c3cccnc3)nn12)Nc1cccc(F)c1
0,18,0,Cc1ccc(C(=O)N/C(=C\c2cn(S(=O)(=O)N(C)C)c3ccccc23)C(=O)NCCN2CCOCC2)cc1
9,2,1,O=C(CSc1nc(=O)n2cc(Cl)ccc2n1)Nc1cccc2ccccc12
23,12,5,Oc1ccc2ccccc2c1/C=C/c1ccc2c(Br)cc(Br)c(O)c2n1
-2,0,1,CCCc1cc2c(cc1N(C)S(=O)(=O)c1ccccc1)OCO2
7,2,3,CCC(=O)Nc1c(-c2ccc(C)cc2)c(=O)c2ccccc2n1C
4,0,7,CN1CCC(N(C)C(=O)c2ccc(Cl)c(S(=O)(=O)Nc3ccc(Cl)cc3)c2)CC1
6,8,-2,COc1ccccc1CC(NC(C)=O)C(=O)NC1CCN(S(=O)(=O)c2ccccc2)CC1 (stereo not drawn)
7,4,0,O=C(Nc1ccc2c(c1)C(N1CCOCC1)c1ccccc1-2)C(F)(F)F (stereo not drawn)
1,1,-3,CC(=O)N1CCN(C(=O)c2cc(S(=O)(=O)N(C)Cc3ccccc3)ccc2Cl)CC1
9,3,-7,CC(C)NC(=O)Nc1ccc2c(c1)C(=O)N([C@H](C)CO)C[C@H](C)[C@@H](CN(C)C(=O)NC(C)C)O2
15,3,7,Clc1ccc(COn2ccnc2)cc1Cl
5,1,5,O=S(=O)(c1c(F)cccc1F)N(CCc1ccc(F)cc1)C[C@@H](O)COCc1ccccc1
4,0,8,COc1ccc(NC(=O)CN2CCN(CC(=O)Nc3ccccc3OC)CC2)c(OC)c1

In the list so far, these contain a CF3 group.
PAFAH1B3 FP inh,PAFAH2 inh,PAFAH1B2 inh,canonical_smiles
1,3,0,COC1OC(O)C(NC(=O)C(F)(F)F)CC1O (stereo not drawn)
-87,-66,-37,O=C(Nc1ccccc1)Nc1cc(OCC(F)(F)F)cc(OCC(F)(F)F)c1
7,4,0,O=C(Nc1ccc2c(c1)C(N1CCOCC1)c1ccccc1-2)C(F)(F)F (stereo not drawn)

High-throughput results deposited in PubChem BioAssay by The Scripps Research Institute Molecular Screening Center.

Only part of the results is shown; the hit share may differ from the screen's.
